Source: PubChem BioAssay
AI-2 QS mod = Vibrio harveyi AI-2 quorum sensing modulators, primary screen, JMH597 strain, luminescence/OD600 ratio; AID 2094, 2009; Vibrio harveyi JMH597 AI-2 luminescence/OD600 ratio, 9 h; stronger effect = lower value; strain lacks LuxN and CqsS sensors; 0 = neutral-control median; 300,000 tested, 0.4% active; activity change, % at 7.5 µM; in the data active means activity change below about -75%, passing the limit was not always enough;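 further: luminescence divided by OD600 gain over 9 h not by final OD600 alone; inactives centre near 13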
HSF1 inh = HSF1 inhibitors in luciferase reporter cells, primary screen, cell-based, NIH3T3, luminescence. NIH3T3-HGL HSE-luciferase, MG132-induced, luminescence 8 h; stronger effect = lower value. activity change, negative = inhibition, % at 7.5 µM (by protocol). AID 2098, 2009. 300,000 tested, 0.77% active;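 active means more than half of replicate wells show activity change below -50%, luminescence cut by over half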;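 further: luciferase reports HSF-1 transcriptional activity via heat shock element; 0% = median of DMSO wells and -100% = zero luminescence signal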
Platelet DG rel = inhibitors of platelet dense granule secretion, primary screen, cell-based, MLPCN, human platelets; human platelet-rich plasma, SFLLRN dense granule ATP release, luminescence; inhibition, %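 (compounds screened at 7.5 µM in platelet-rich plasma)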; 300,000 tested, 0.22% active; AID 1663, 2009;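 active means mean replicate score, as percent of positive control, at or above 50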
KLF5 inh = KLF5 expression inhibitors, primary screen, DLD-1 cells, luminescence. inhibition, % at 5 µM. DLD-1 KLF5 promoter-luciferase reporter. 290,000 tested, 0.23% active;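 active means inhibition above a per-plate limit of that plate's mean compound inhibition plus 3 SD, cut at about 60% in these data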;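 further: 0% = DMSO wells and 100% = LY294002 at 200 µM; higher means less KLF5 promoter-driven luciferase light; inactives centre near -14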
HIF activator = HIF pathway transcriptional activators, primary screen, cell-based, U2OS HRE-luciferase, luminescence | U2OS HRE-luciferase reporter; normalized: DMSO 0%, desferrioxamine 100% | 300,000 tested, 0.32% active | AID 1910, 2009 | activation, % at 7.5 µM (by protocol);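 active means mean activation of at least 10% of the iron chelator positive control signal, with at least half of replicates also reaching 10%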
IEC-6 tox = cytotoxicity in IEC-6 intestinal epithelial cells, primary screen, cytotoxicity control for KLF5 inhibitor project, cell-based, luminescence. AID 1825, 2009. inhibition, % at 5 µM. 290,000 tested, 0.78% active. IEC-6 cytotoxicity, luminescence viability; in the data active means inhibition above about 22%;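 further: 0% = plate median of test compound wells and 100% = cytotoxic reference compound wells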
HSF1 activator = HSF-1 activators, primary screen, NIH3T3-HGL cells, MG132 stress, luminescence, single point; 300,000 tested, 1.7% active; NIH3T3-HGL HSF-1 luciferase reporter, 8 h; 100% = twice DMSO control signal; activation, % at 9 µM; AID 504408, 2011;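 active means mean replicate activation of at least 50% with a set share of replicates each reaching 50%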;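 further: 0% = median of the neutral control wells and 100% = twice that signal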
HSP90 inh = HSP90 inhibitors, primary screen, cell lysate, luminescence | Heat shock protein HSP 90 (rabbit reticulocyte lysate; luciferase refolding) | 290,000 tested, 0.91% active | Rabbit reticulocyte lysate, luciferase refolding luminescence, 3 h | inhibition, % at 5.6 µM | AID 1789, 2009;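 active means inhibition above the screen-wide mean plus 3 SD, computed separately per campaign, cut at about 16% in these data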;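 further: 0% = DMSO wells and 100% = 60 µM geldanamycin wells; inhibitors lower the luminescence because luciferase stays unfolded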
aSyn UTR inh = MLPCN primary screen, SNCA 5' untranslated region. alpha-synuclein 5'UTR reporter, inhibitor activity. inhibition, % (tested at 7.5 µM). 300,000 tested, 0.82% active. AID 1813, 2009; in the data active means inhibition above about 60%;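 further: H4 neuroglioblastoma cells stably carrying SNCA 5'UTR luciferase fusion; 0% = DMSO wells and 100% = positive control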
SKKanGAS inh = S. pyogenes SKKanGAS growth inhibitors in kanamycin, primary screen, streptokinase expression inhibitor project, SKKanGAS strain, BacTiter-Glo luminescence; 300,000 tested, 1.3% active; inhibition, % at 7.5 µM; 6 h;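 active means mean replicate score, as percent of positive control median, at least 50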;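 further: strain carries kanamycin resistance gene driven by streptokinase promoter and grows in 40 µg/ml kanamycin; loss of luminescence reflects streptokinase promoter inhibition or plain growth inhibition; 0% = median of DMSO wells and 100% = positive control at its reference dose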
Active calls of the source: *. Random draw from the library (roughly 6% active in at least one column).

What do the screens show for `Cc1ccc(CCC2C3=C(CCCC3=O)OC3=C2C(=O)CCC3)cc1`?
AI-2 QS mod: 17; HSF1 inh: 8; Platelet DG rel: -1; KLF5 inh: 15; HIF activator: 0.4; IEC-6 tox: -3; HSF1 activator: 16; HSP90 inh: 4; aSyn UTR inh: -4; SKKanGAS inh: -4

What do the screens show for `CCOC(=O)Cn1cc(/C=N/NC(=O)c2cc3ccccc3o2)c2ccccc21`?
AI-2 QS mod: 13; HSF1 inh: 11; Platelet DG rel: 8; KLF5 inh: -2; HIF activator: -0.2; IEC-6 tox: 1; HSF1 activator: 14; HSP90 inh: 3; aSyn UTR inh: -6; SKKanGAS inh: 18

What do the screens show for `CC1CC(=O)Nc2ccccc2S1(=O)=O` (centres undefined)?
AI-2 QS mod: 21; HSF1 inh: 0; Platelet DG rel: -66; KLF5 inh: 13; HIF activator: 0.0; IEC-6 tox: -1; HSF1 activator: 1; HSP90 inh: 1; aSyn UTR inh: 26; SKKanGAS inh: 2

How did O=C(NCC1CC1(Cl)Cl)Nc1ccc(Cl)c(Cl)c1 (centres undefined) do in these assays?
AI-2 QS mod: 2; HSF1 inh: 26; Platelet DG rel: 7; KLF5 inh: -90; HIF activator: 3.9; IEC-6 tox: -10; HSF1 activator: 34; HSP90 inh: -11; aSyn UTR inh: -156; SKKanGAS inh: 39

How did CCOC(=O)N1CCN(C(=O)C(=O)c2cn(CC(=O)N3CCCCCC3)c3ccccc23)CC1 do in these assays?
AI-2 QS mod: 23; HSF1 inh: 5; Platelet DG rel: 3; KLF5 inh: -4; HIF activator: 0.0; IEC-6 tox: -3; HSF1 activator: 7; HSP90 inh: -2; aSyn UTR inh: 22; SKKanGAS inh: 2

How did COc1ccc(-c2ccc(C#N)c(SCC(=O)OCc3ccccc3)n2)cc1OC do in these assays?
AI-2 QS mod: 24; HSF1 inh: 3; Platelet DG rel: 3; KLF5 inh: -30; HIF activator: 0.1; IEC-6 tox: -4; HSF1 activator: -13; HSP90 inh: -3; aSyn UTR inh: 16; SKKanGAS inh: -1

Results for CCOC(=O)c1c(O)c2ccccc2oc1=O ?
AI-2 QS mod: 47; HSF1 inh: 6; Platelet DG rel: -1; KLF5 inh: 6; HIF activator: -0.3; IEC-6 tox: -2; HSF1 activator: 27; HSP90 inh: 2; aSyn UTR inh: -6; SKKanGAS inh: -6

How did NNC(=O)c1cccc(Cn2cc(Br)c([N+](=O)[O-])n2)c1 do in these assays?
AI-2 QS mod: 12; HSF1 inh: 6; Platelet DG rel: 2; KLF5 inh: -5; HIF activator: 0.0; IEC-6 tox: 4; HSF1 activator: 12; HSP90 inh: 2; aSyn UTR inh: -7; SKKanGAS inh: 6

How did CCn1c(NCc2ccco2)nc2ccccc21 do in these assays?
AI-2 QS mod: 7; HSF1 inh: 10; Platelet DG rel: -12; KLF5 inh: -5; HIF activator: -0.4; IEC-6 tox: 5; HSF1 activator: 8; HSP90 inh: 6; aSyn UTR inh: 31; SKKanGAS inh: 11

Results for O=C(Nc1cccc(-c2nc3cccnc3s2)c1)c1cccnc1Cl ?
AI-2 QS mod: 46; HSF1 inh: -6; Platelet DG rel: -3; KLF5 inh: -45; HIF activator: 1.1; IEC-6 tox: 5; HSF1 activator: -14; HSP90 inh: 0; aSyn UTR inh: -36; SKKanGAS inh: -1

What do the screens show for `O=C(CCn1c(=S)[nH]c2ccccc2c1=O)N1CCOCC1`?
AI-2 QS mod: 26; HSF1 inh: -4; Platelet DG rel: 10; KLF5 inh: -22; HIF activator: 0.3; IEC-6 tox: 4; HSF1 activator: 0; HSP90 inh: -1; aSyn UTR inh: -43; SKKanGAS inh: -3

How did Clc1ccsc1-c1csc(-c2cccnc2)n1 do in these assays?
AI-2 QS mod: 6; HSF1 inh: 26; Platelet DG rel: 8; KLF5 inh: -52; HIF activator: 3.9; IEC-6 tox: 0; HSF1 activator: 29; HSP90 inh: -1; aSyn UTR inh: -85; SKKanGAS inh: 3

What do the screens show for `CC(C)N(C(=O)CSc1nc2ccccc2c(=O)[nH]1)C(C)C`?
AI-2 QS mod: 13; HSF1 inh: 8; Platelet DG rel: -5; KLF5 inh: -12; HIF activator: -1.0; IEC-6 tox: 6; HSF1 activator: 8; HSP90 inh: -1; aSyn UTR inh: 32; SKKanGAS inh: 1

How did CC(=O)c1ccc(Nc2cc(C)nc3c(C)cccc23)cc1 do in these assays?
AI-2 QS mod: 28; HSF1 inh: 6; Platelet DG rel: -4; KLF5 inh: 35; HIF activator: 2.9; IEC-6 tox: 81*; HSF1 activator: -5; HSP90 inh: 4; aSyn UTR inh: 8; SKKanGAS inh: 2

What do the screens show for `CC(=O)N/C(=C\c1ccccc1)C(=O)OCC(=O)NC(C)C12CC3CC(CC(C3)C1)C2` (centres undefined)?
AI-2 QS mod: 9; HSF1 inh: -2; Platelet DG rel: 22; KLF5 inh: -4; HIF activator: -1.0; IEC-6 tox: -5; HSF1 activator: 10; HSP90 inh: -2; aSyn UTR inh: 3; SKKanGAS inh: -6

What do the screens show for `COc1ccc(COC(=O)c2ccc(Cl)c(S(=O)(=O)N3CC(C)OC(C)C3)c2)cc1` (centres undefined)?
AI-2 QS mod: 31; HSF1 inh: 14; Platelet DG rel: -12; HIF activator: -0.2; HSF1 activator: 8; aSyn UTR inh: 9; SKKanGAS inh: -8

Results for CCOC(=O)c1ccc(-n2c(CC)nc3ccccc3c2=O)cc1 ?
AI-2 QS mod: 12; HSF1 inh: 3; Platelet DG rel: -1; KLF5 inh: -19; HIF activator: 0.6; IEC-6 tox: -5; HSF1 activator: 13; HSP90 inh: -1; aSyn UTR inh: 4; SKKanGAS inh: 1

What do the screens show for `O=C(COC(=O)/C=C/c1ccc(OC(F)F)cc1)NCCN1C(=O)CSC1=O`?
AI-2 QS mod: 12; HSF1 inh: -4; Platelet DG rel: 2; KLF5 inh: -14; HIF activator: -0.9; IEC-6 tox: -1; HSF1 activator: -7; HSP90 inh: 0; aSyn UTR inh: -36; SKKanGAS inh: 1

Results for CCOc1cc(C)nc(N2CCN(C3CCCCC3)CC2)n1 ?
AI-2 QS mod: 7; HSF1 inh: -8; Platelet DG rel: 3; KLF5 inh: -16; HIF activator: -0.1; IEC-6 tox: -2; HSF1 activator: -22; HSP90 inh: -1; aSyn UTR inh: -22; SKKanGAS inh: -5

Results for COc1ccc(CCNC(=O)CC2SC(=NCCc3ccccc3)NC2=O)cc1OC (centres undefined) ?
AI-2 QS mod: 11; HSF1 inh: -6; Platelet DG rel: -5; KLF5 inh: 9; HIF activator: 0.0; IEC-6 tox: -9; HSF1 activator: 1; HSP90 inh: 1; aSyn UTR inh: 5; SKKanGAS inh: 2

What do the screens show for `CCOC(=O)C1(CCOc2ccccc2)CCN(Cc2cnc(SC)nc2)CC1`?
AI-2 QS mod: 12; HSF1 inh: -4; Platelet DG rel: 3; KLF5 inh: 4; HIF activator: -0.3; IEC-6 tox: -2; HSF1 activator: -5; HSP90 inh: 3; aSyn UTR inh: -11; SKKanGAS inh: -8

Results for Cc1ccccc1C(=O)Nc1ccccc1C(=O)N/N=C\c1ccco1 ?
AI-2 QS mod: 5; HSF1 inh: 0; Platelet DG rel: 3; KLF5 inh: -7; HIF activator: -0.6; IEC-6 tox: 0; HSF1 activator: 3; HSP90 inh: -2; aSyn UTR inh: 3; SKKanGAS inh: 1

Results for CCc1cc(C(=O)N2CCCC(CCC(=O)N3CCN(c4ccccn4)CC3)C2)no1 (centres undefined) ?
AI-2 QS mod: 14; HSF1 inh: -3; Platelet DG rel: 4; KLF5 inh: -25; HIF activator: -0.3; IEC-6 tox: 9; HSF1 activator: 7; HSP90 inh: 0; aSyn UTR inh: 4; SKKanGAS inh: -13

Results for Nc1[nH]ncc1N=Nc1ccc(Cl)cc1 ?
AI-2 QS mod: 13; HSF1 inh: 10; Platelet DG rel: -2; KLF5 inh: -55; HIF activator: 4.4; IEC-6 tox: 2; HSF1 activator: 26; HSP90 inh: -2; aSyn UTR inh: -89; SKKanGAS inh: -3

Two compounds picked at random from those above, as already listed:
What do the screens show for `CCOC(=O)C1(CCOc2ccccc2)CCN(Cc2cnc(SC)nc2)CC1`?
AI-2 QS mod: 12; HSF1 inh: -4; Platelet DG rel: 3; KLF5 inh: 4; HIF activator: -0.3; IEC-6 tox: -2; HSF1 activator: -5; HSP90 inh: 3; aSyn UTR inh: -11; SKKanGAS inh: -8

Results for Nc1[nH]ncc1N=Nc1ccc(Cl)cc1 ?
AI-2 QS mod: 13; HSF1 inh: 10; Platelet DG rel: -2; KLF5 inh: -55; HIF activator: 4.4; IEC-6 tox: 2; HSF1 activator: 26; HSP90 inh: -2; aSyn UTR inh: -89; SKKanGAS inh: -3

Later entries
Results for CCOC(=O)/C(=C/c1c(C)n(C)c2ccc([N+](=O)[O-])cc12)C(C)=O ?
AI-2 QS mod: 9; HSF1 inh: 26; Platelet DG rel: 9; KLF5 inh: -46; HIF activator: 0.5; IEC-6 tox: 0; HSF1 activator: -4; HSP90 inh: -4; aSyn UTR inh: 14; SKKanGAS inh: -2

What do the screens show for `CN(NC(=O)COc1ccccc1)c1ccccc1`?
AI-2 QS mod: 24; HSF1 inh: -8; Platelet DG rel: -2; KLF5 inh: -18; HIF activator: -0.9; IEC-6 tox: -2; HSF1 activator: -2; HSP90 inh: -3; aSyn UTR inh: 4; SKKanGAS inh: 9

How did C=CCN(CC=C)C(=O)C(=O)c1ccn(-c2c(C)csc2C(=O)OC)c1 do in these assays?
AI-2 QS mod: 9; HSF1 inh: -24; Platelet DG rel: -1; KLF5 inh: -7; HIF activator: 0.0; IEC-6 tox: -2; HSF1 activator: -43; HSP90 inh: -2; aSyn UTR inh: 8; SKKanGAS inh: 0

Results for CC(=O)Oc1ccc(C(=O)[C@H]2[C@H]3C(=O)N(c4ccc(C)cc4C)C(=O)[C@H]3[C@@H]3C=CC=NN32)cc1 ?
AI-2 QS mod: 16; HSF1 inh: 3; Platelet DG rel: 8; KLF5 inh: -15; HIF activator: 0.3; IEC-6 tox: -1; HSF1 activator: 7; HSP90 inh: -1; aSyn UTR inh: 23; SKKanGAS inh: 2

How did O=C(N/N=C/c1ccc(F)cc1)c1ccc(Br)cc1 do in these assays?
AI-2 QS mod: 2; HSF1 inh: 0; Platelet DG rel: 1; KLF5 inh: -18; HIF activator: 1.3; IEC-6 tox: 4; HSF1 activator: 0; HSP90 inh: 2; aSyn UTR inh: -59; SKKanGAS inh: -7

Results for CCOC(=O)c1c(C)[nH]c(C(=O)CC(=O)OC)c1C ?
AI-2 QS mod: 15; HSF1 inh: 1; Platelet DG rel: 1; KLF5 inh: -20; HIF activator: -0.4; IEC-6 tox: -3; HSF1 activator: 2; HSP90 inh: -2; aSyn UTR inh: 10; SKKanGAS inh: -5

Results for CCCCOc1ccc(C(=O)NCC(=O)N2CC=C(c3ccccc3)CC2)cc1 ?
AI-2 QS mod: 31; HSF1 inh: 6; Platelet DG rel: -35; HIF activator: 0.0; HSF1 activator: 3; aSyn UTR inh: 21; SKKanGAS inh: -5
